Screening data deposited in PubChem BioAssay by National Center for Advancing Translational Sciences (NCATS).
RGS4 inh – human RGS4 inhibition | AID 504845 | Transcreener GDP fluorescence polarization, RGS4-accelerated GTP hydrolysis | 390,000 tested, 0.039% active | Potency, µM (titrated, usually from 114 µM), without a hit: top-dose activity change, negative = inhibition, actives largely listed as inhibitors; note: potency is the fitted concentration of half-maximal effect; % is set by controls: 0 for no effect and ±100 for the full control effect; nearly all actives have a fitted effect of over 75% in size; some results filed as inactive show a strong effect at the top dose
Target sequence (P49798 whole entry, looked up): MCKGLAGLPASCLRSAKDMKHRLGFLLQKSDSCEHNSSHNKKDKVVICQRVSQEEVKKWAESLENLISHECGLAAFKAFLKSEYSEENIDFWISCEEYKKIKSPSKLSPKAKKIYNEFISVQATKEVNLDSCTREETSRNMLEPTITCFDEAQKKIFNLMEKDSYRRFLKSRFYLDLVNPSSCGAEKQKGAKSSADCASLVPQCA
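MLSMR compounds (23 nl, pin-transferred) preincubated 10 min at room temperature with a 500nM (2x) first reagent, then RGS4 at 900nM (2x) plus Transcreener GDP mix added; fluorescence polarization (620/688 nm) read before and after 90 min at 30 °C.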
Apoferritin bind – binds horse apoferritin like a general anesthetic; apoferritin/1-aminoanthracene competitive binding, fluorescence; Potency, µM (series often up to 77.5 µM), without a hit: at the highest dose activity change, negative = displacement, hits mostly inhibitors; 350,000 tested, 0.074% active; P02791; note: potency is the fitted concentration of half-maximal effect; % is set by controls: 0 for no effect and ±100 for the full control effect; nearly all actives have a fitted effect of over 20% in size
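Apoferritin-based anesthetic binding model; compound displacement of fluorescent 1-AMA measured as endpoint fluorescence after 10 minutes at room temperature, scaled to free-ligand and complex controls.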
ERG-DNA inh – inhibitors of human ERG Ets domain-DNA interaction | P11308 | fluorescence polarization, His-ERG Ets domain / labelled DNA | Potency, µM (highest dose often 76.9 µM), without a hit: top-dose FP activity, negative = inhibition, usual class: inhibitors | 370,000 tested, 0.028% active; active = well fitted inhibition curve with a large enough effect in the polarisation, with a control signal flat; inconclusive = small, poorly fitted or top-dose-only effect, or effect the other way, or a change in a side signal; inactive = no such curve, though single readings can be large or run the other way; the % refers to the polarisation;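 note: polarization taken with two DNA probes labelled with fluorescein and Texas red; potency is the fitted concentration of half-maximal effect; % of control where 0% means no effect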
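His-tagged ERG Ets domain (1 uM in the protein solution; 300mM KCl, 50mM Tris-HCl, 1mM EDTA, 1mM DTT, pH 7.5) received compound, then a probe mix of 5 nM fluorescein-DNA and 100nM Texas-615-DNA. Fluorescence polarization was read for both dyes.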
POLB inh – blocks human DNA polymerase beta activity; Potency, µM (titrated, usually from 114 µM), for the others: top-dose activity change, negative = inhibition, hits mostly inhibitors; Pol beta primer extension/strand displacement, fluorescence kinetic; 340,000 tested, 1.3% active; P06746; AID 485314; note: potency is the fitted concentration of half-maximal effect; % is set by controls: 0 for no effect and ±100 for the full control effect
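Curves were derived by four-parameter Hill fits of normalized qHTS data. The kinetic fluorescent primer-extension read was taken at 0 and 10 min after 50 nM substrate, following a 15 min room-temperature preincubation of 10 nM enzyme with compounds.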
Pol kappa inh – inhibitors of human DNA polymerase kappa | Q9UBT6 | purified Pol kappa, fluorescent DNA synthesis assay, 10 min | Potency, µM (doses to about 107 µM), without a hit: at the highest dose activity, negative = inhibition, hits mostly inhibitors | 400,000 tested, 0.53% active; note: potency is the fitted concentration of half-maximal effect; % is set by controls: 0 for no effect and ±100 for the full control effect
Target sequence (Q9UBT6 whole entry, looked up): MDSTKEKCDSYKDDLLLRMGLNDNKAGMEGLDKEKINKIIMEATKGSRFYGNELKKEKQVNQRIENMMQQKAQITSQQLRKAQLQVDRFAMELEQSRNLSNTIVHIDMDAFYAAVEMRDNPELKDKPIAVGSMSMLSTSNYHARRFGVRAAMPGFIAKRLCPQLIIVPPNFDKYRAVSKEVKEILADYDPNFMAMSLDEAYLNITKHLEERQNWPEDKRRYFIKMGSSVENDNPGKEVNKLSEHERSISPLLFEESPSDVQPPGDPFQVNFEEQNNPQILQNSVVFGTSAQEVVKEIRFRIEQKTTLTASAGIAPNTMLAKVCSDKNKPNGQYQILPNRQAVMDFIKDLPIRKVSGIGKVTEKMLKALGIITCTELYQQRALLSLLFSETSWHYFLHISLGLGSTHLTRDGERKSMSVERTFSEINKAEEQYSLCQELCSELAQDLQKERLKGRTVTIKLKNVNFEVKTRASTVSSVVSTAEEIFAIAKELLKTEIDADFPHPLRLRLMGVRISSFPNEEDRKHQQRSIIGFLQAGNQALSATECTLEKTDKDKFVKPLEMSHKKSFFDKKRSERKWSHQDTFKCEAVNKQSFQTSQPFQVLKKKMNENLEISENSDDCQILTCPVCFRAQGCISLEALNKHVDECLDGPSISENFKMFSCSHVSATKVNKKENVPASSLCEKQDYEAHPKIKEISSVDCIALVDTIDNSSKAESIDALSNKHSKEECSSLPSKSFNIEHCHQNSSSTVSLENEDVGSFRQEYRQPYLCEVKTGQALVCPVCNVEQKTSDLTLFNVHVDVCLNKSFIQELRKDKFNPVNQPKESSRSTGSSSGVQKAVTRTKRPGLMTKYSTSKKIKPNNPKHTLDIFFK
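Here, compound and 10 nM enzyme are combined for 15 min at room temperature; adding 50 nM substrate (final) starts DNA synthesis, tracked by fluorescence at 0 and 10 min against buffer-only wells.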
12-LOX inh – blocks human arachidonate 12S-lipoxygenase. purified 12hLO, xylenol orange hydroperoxide absorbance. Potency, µM (top dose mostly 108 µM), inactives show top-dose activity change, negative = inhibition, hits mostly inhibitors. 580,000 tested, 1.1% active. AID 1671190; note: potency is the fitted concentration of half-maximal effect; % is set by controls: 0 for no effect and ±100 for the full control effect
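Hydroperoxide product was detected by ferrous iron/xylenol orange as the 573 to 405 nm absorbance ratio. Arachidonic acid at 40 uM (final) was turned over for 30 min at room temperature by 150 nM human 12hLO, pH 7.0 Hepes buffer, after 15 min compound preincubation.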
POLH inh – inhibitors of human DNA polymerase eta | Q9Y253 | recombinant Pol eta, fluorescent DNA replication assay | Potency, µM (doses to about 114 µM), without a hit: top-dose activity change, negative = inhibition, actives largely listed as inhibitors | 390,000 tested, 1.2% active | AID 588591; note: potency is the fitted concentration of half-maximal effect; % is set by controls: 0 for no effect and ±100 for the full control effect
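Fluorescent replication assay: 50 nM final substrate added after a 15 min room-temperature compound preincubation with 10 nM enzyme. Signal taken at 0 min and again at 10 min.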
LDHA inh – blocks human lactate dehydrogenase A; P00338; purified LDHA, NADH/diaphorase-resazurin fluorescence; hits give low values; activity change, % (values are at about 110 or 230 µM); 480,000 tested, 0.15% active; in the data active = activity change below about -30%; inconclusive = mostly about -25% to -30%;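 note: plate controls were DMSO wells for no effect and wells without enzyme for full effect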
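Human LDH5 at 2 nM final in Tris HCl pH 7.4 with 0.06 mM NADH and 0.2 mM pyruvate, reacted 5 minutes at room temperature. Remaining NADH coupled via diaphorase/resazurin; resorufin fluorescence read at 0 and 20 minutes, normalized to enzyme-free and DMSO wells.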
APE1 inh – blocks human APE1 abasic DNA cleavage. 350,000 tested, 0.35% active. Potency, µM (highest dose often 65.8 µM), inactives show top-dose activity change, negative = inhibition, actives largely listed as inhibitors. P27695. AID 2517. recombinant APE1, TAMRA/BHQ-2 abasic DNA cleavage fluorescence;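 note: potency is the fitted concentration of half-maximal effect; plate controls were vehicle for no effect and reference inhibitor for full effect; nearly all actives have a fitted effect of over 55% in size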
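Readout is kinetic fluorescence (ex 525, em 598 nm) from cleavage of 50 nM TAMRA/BHQ-2 THF abasic duplex by 0.75 nM APE1, compound added 15 min beforehand at RT.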
* = called active by the depositor; [ ] = remark or other dose. Unless noted, calls come from the whole dose curve; as a rule, active = well fitted curve in the direction sought with a large enough effect; inconclusive = small, poorly fitted or top-dose-only effect, or another doubt; inactive = no such curve, though single readings can be large; an effect the other way counts as inactive or inconclusive.

Results for CC(C)(C)OC(=O)N1CCC(c2c(C(=O)N3CCc4ccccc4C3)cnn2-c2ccc(F)cc2)CC1 ?
RGS4 inh: 4%; Apoferritin bind: inconclusive; ERG-DNA inh: 1%; POLB inh: 19%; Pol kappa inh: -13%; 12-LOX inh: -9%; POLH inh: -12%; LDHA inh: -2

Results for CN(C(=O)COC(=O)c1ccc(Cl)cc1N)C1CCS(=O)(=O)C1 (centres undefined) ?
RGS4 inh: 11%; Apoferritin bind: 2%; ERG-DNA inh: 6%; POLB inh: 4%; Pol kappa inh: -6%; 12-LOX inh: 448%[activator]; POLH inh: -10%; LDHA inh: -4; APE1 inh: 8%

How did COc1ccc(/C=N/NC(=O)c2ccncc2)cc1CN1CCCc2ccccc21 do in these assays?
RGS4 inh: -25%; Apoferritin bind: inconclusive; ERG-DNA inh: 3%; POLB inh: 2%; Pol kappa inh: -8%; 12-LOX inh: inactive; POLH inh: inconclusive; LDHA inh: 4; APE1 inh: -10%

How did COc1cc(OC)cc(-c2nnc(SCC(=O)N3CCCC3)o2)c1 do in these assays?
RGS4 inh: -8%; Apoferritin bind: -10%; ERG-DNA inh: 12%; POLB inh: 3%; Pol kappa inh: -6%; 12-LOX inh: 0%; POLH inh: -13%; LDHA inh: -7; APE1 inh: -2%

What do the screens show for `CCCc1cc(=O)n2[nH]c(Cc3ccccc3)nc2n1`?
RGS4 inh: 20%; Apoferritin bind: 5%; ERG-DNA inh: 1%; POLB inh: -17%; Pol kappa inh: -1%; 12-LOX inh: 0%; POLH inh: inconclusive; LDHA inh: -2; APE1 inh: -2%

How did COc1ccc(N(CC(=O)Nc2ccc3c(c2)OCCO3)S(=O)(=O)c2c(C)noc2C)cc1 do in these assays?
RGS4 inh: -14%; Apoferritin bind: -14%; ERG-DNA inh: 4%; POLB inh: 13%; Pol kappa inh: 3%; 12-LOX inh: -9%; POLH inh: -18%; LDHA inh: -1; APE1 inh: 0%

What do the screens show for `COCc1cc(C)nc(OC)c1C(N)=O`?
RGS4 inh: -29%; Apoferritin bind: -5%; ERG-DNA inh: -5%; POLB inh: -1%; Pol kappa inh: -9%; 12-LOX inh: -24%; POLH inh: 1%; LDHA inh: 0; APE1 inh: -2%

Results for O=C(c1cn(-c2ccccc2)nc1-c1cc2ccccc2oc1=O)N1CCOCC1 ?
RGS4 inh: -20%; Apoferritin bind: -6%; ERG-DNA inh: -13%; POLB inh: 31%; Pol kappa inh: -23%; 12-LOX inh: -20%; POLH inh: -1%; LDHA inh: -13; APE1 inh: 19%

Results for CC1CCN(S(=O)(=O)c2ccc3c(ccc(=O)n3CC(=O)Nc3ccc(C(C)C)cc3)c2)CC1 ?
RGS4 inh: -31%; Apoferritin bind: inconclusive; ERG-DNA inh: -2%; POLB inh: -21%; Pol kappa inh: -10%[60.1 µM]; 12-LOX inh: -34%; POLH inh: -12%; LDHA inh: 3

How did COC(=O)c1ccc(OCC(O)CNCC(c2ccc(OC)cc2)N(C)C)c(OC)c1 (centres undefined) do in these assays?
RGS4 inh: 7%; Apoferritin bind: -5%; ERG-DNA inh: -1%; POLB inh: 1%; Pol kappa inh: -6%; 12-LOX inh: inconclusive; POLH inh: -13%; LDHA inh: -24; APE1 inh: 9%

How did CN(C)c1nc(Cl)nc2c1nc(Cl)n2C1CCCCO1 (centres undefined) do in these assays?
RGS4 inh: -12%; ERG-DNA inh: -10%; Pol kappa inh: -10%; 12-LOX inh: -19%; POLH inh: -14%; LDHA inh: -6

What do the screens show for `CC(c1ccc(F)cc1)n1cc(C(=O)NCc2ccccn2)nn1` (centres undefined)?
RGS4 inh: -16%; Apoferritin bind: -7%; ERG-DNA inh: 2%; POLB inh: 38%; Pol kappa inh: -23%; 12-LOX inh: 0%; POLH inh: -2%; LDHA inh: 2; APE1 inh: -1%

Results for COc1ccc(O/C(=N\S(=O)(=O)c2ccccc2)c2ccccc2)cc1 ?
RGS4 inh: 31%; Apoferritin bind: -5%; POLB inh: 6%; Pol kappa inh: -15%[60.1 µM]; 12-LOX inh: -13%; POLH inh: -6%; LDHA inh: -3; APE1 inh: -6%

What do the screens show for `CCOc1ccccc1NC(=O)c1ccc(F)c(S(=O)(=O)N2CCC3(CC2)OCCO3)c1`?
RGS4 inh: 17%; Apoferritin bind: -20%; ERG-DNA inh: -6%; POLB inh: 7%; Pol kappa inh: -13%; 12-LOX inh: 16%; POLH inh: -10%; LDHA inh: -11; APE1 inh: -2%

How did Cc1cc2cc3c(cc2nc1SCC(=O)N1c2ccccc2CC1C)OCO3 (centres undefined) do in these assays?
RGS4 inh: 1%; Apoferritin bind: 1%; ERG-DNA inh: -2%; POLB inh: -9%; Pol kappa inh: -19%; 12-LOX inh: 0%; POLH inh: -17%; LDHA inh: -4; APE1 inh: -3%

2 entries picked at random from those above:
How did COc1ccc(/C=N/NC(=O)c2ccncc2)cc1CN1CCCc2ccccc21 do in these assays?
RGS4 inh: -25%; Apoferritin bind: inconclusive; ERG-DNA inh: 3%; POLB inh: 2%; Pol kappa inh: -8%; 12-LOX inh: inactive; POLH inh: inconclusive; LDHA inh: 4; APE1 inh: -10%

Results for CC1CCN(S(=O)(=O)c2ccc3c(ccc(=O)n3CC(=O)Nc3ccc(C(C)C)cc3)c2)CC1 ?
RGS4 inh: -31%; Apoferritin bind: inconclusive; ERG-DNA inh: -2%; POLB inh: -21%; Pol kappa inh: -10%[60.1 µM]; 12-LOX inh: -34%; POLH inh: -12%; LDHA inh: 3

(listing goes on)
What do the screens show for `CCOCN(C(=O)CSc1nc2ccccc2[nH]1)c1c(C)cccc1CC`?
RGS4 inh: -17%; Apoferritin bind: -11%; ERG-DNA inh: 3%; POLB inh: 4%; Pol kappa inh: -18%; 12-LOX inh: 25%; POLH inh: -6%; LDHA inh: 8

What do the screens show for `O=C(CSc1nccn1-c1ncc(C(F)(F)F)cc1Cl)c1ccc(Cl)cc1`?
RGS4 inh: -52%; Apoferritin bind: inconclusive; ERG-DNA inh: -7%; POLB inh: 4%; Pol kappa inh: -16%; 12-LOX inh: 0%; POLH inh: inconclusive; LDHA inh: -3; APE1 inh: 16%

What do the screens show for `Cc1noc(NS(=O)(=O)c2ccc(NC(=O)C34CC5CC(C3)CC(n3cnc(Cl)n3)(C5)C4)cc2)c1C`?
RGS4 inh: -24%; Apoferritin bind: -13%; ERG-DNA inh: 7%; POLB inh: 2%; Pol kappa inh: 0%; 12-LOX inh: -14%; POLH inh: -23%; LDHA inh: -4; APE1 inh: 0%

Results for COc1ccc(OC)c(NC(=O)CN(c2ccc(OC)c(Cl)c2)S(C)(=O)=O)c1 ?
RGS4 inh: -25%; Apoferritin bind: -7%; POLB inh: 4%; Pol kappa inh: -8%; 12-LOX inh: -6%; POLH inh: -10%; LDHA inh: 6; APE1 inh: -4%

What do the screens show for `O=C(NCCc1csc(-c2cccnc2)n1)c1c(F)cccc1F`?
RGS4 inh: 6%; Apoferritin bind: -3%; ERG-DNA inh: 2%; POLB inh: 5%; Pol kappa inh: 0%; 12-LOX inh: 7%; POLH inh: -19%; LDHA inh: -4; APE1 inh: 8%

How did CCOc1cc(Br)ccc1S(=O)(=O)N1CCC(C(N)=O)CC1 do in these assays?
RGS4 inh: 24%; Apoferritin bind: 5%; ERG-DNA inh: 11%; POLB inh: 64%; Pol kappa inh: -2%; 12-LOX inh: -20%; POLH inh: -9%; LDHA inh: 3; APE1 inh: -4%

Results for O=C(/C=N/O)NCCCn1ccnc1 ?
RGS4 inh: 16%; Apoferritin bind: -4%; ERG-DNA inh: 2%; POLB inh: 0%; Pol kappa inh: -8%; 12-LOX inh: -17%; POLH inh: -11%; LDHA inh: -2; APE1 inh: 4%

How did O=C(NCCCN1CCOCC1)c1cc(S(=O)(=O)N2CCOCC2)c(Cl)cc1Cl do in these assays?
RGS4 inh: 16%; ERG-DNA inh: -2%; Pol kappa inh: -6%; 12-LOX inh: -13%; POLH inh: -1%; LDHA inh: -10; APE1 inh: -6%

Results for Cc1ccc(C)c(NC(=O)CCC(=O)N/N=C/c2cc([N+](=O)[O-])ccc2O)c1 ?
RGS4 inh: -50%; Apoferritin bind: inconclusive; ERG-DNA inh: -9%; POLB inh: 21%; Pol kappa inh: -11%; 12-LOX inh: -17%; POLH inh: 3%; LDHA inh: 7; APE1 inh: 5%

Results for N#C/C(=C(/O)CCl)c1nnc2n1CCCCC2 ?
RGS4 inh: 4%; Apoferritin bind: 2%; ERG-DNA inh: 0%; POLB inh: -2%; Pol kappa inh: 4%; 12-LOX inh: -9%; POLH inh: 11%; LDHA inh: -10; APE1 inh: -3%

How did COC(=O)c1sc(-c2ccccc2)cc1NC(=O)Nc1ccc(F)cc1 do in these assays?
RGS4 inh: 0%; Apoferritin bind: -5%; ERG-DNA inh: 4%; POLB inh: 1%; Pol kappa inh: inconclusive; 12-LOX inh: -11%; POLH inh: -6%; LDHA inh: 0

How did Cc1cccc(C)c1N1CCN(C(=O)N2CCOCC2)CC1 do in these assays?
RGS4 inh: inconclusive; Apoferritin bind: -7%; ERG-DNA inh: -3%; POLB inh: 17%; Pol kappa inh: -4%; 12-LOX inh: -13%; POLH inh: -12%; LDHA inh: -6; APE1 inh: -2%

What do the screens show for `Cc1ccc(-n2c(=O)c3c4c(sc3n3c(C)nnc23)COC(C(C)C)C4)cc1` (centres undefined)?
RGS4 inh: -11%; ERG-DNA inh: -8%; Pol kappa inh: -1%; 12-LOX inh: 15%; POLH inh: -7%; LDHA inh: -1

Some of the compounds tested; rates above refer to the full screens.
